# Compound activity: PubChem BioAssay, National Center for Advancing Translational Sciences (NCATS)
# G9a inh = qHTS Assay for Inhibitors of Histone Lysine Methyltransferase G9a | Potency, µM (top dose mostly 102 µM), inactives show at the highest dose activity, negative = inhibition, usual class: inhibitors | Histone-lysine N-methyltransferase EHMT2 (Homo sapiens), Q96KQ7 | AID 504332, 2011 | actives 8.8% (n = 350,000) | G9a H3K9 monomethylation, AlphaScreen, 2 h; note: potency is the fitted concentration of half-maximal effect; nearly all actives have a fitted effect of over 75% in size
# Target sequence (Q96KQ7 913-1193 limits assumed): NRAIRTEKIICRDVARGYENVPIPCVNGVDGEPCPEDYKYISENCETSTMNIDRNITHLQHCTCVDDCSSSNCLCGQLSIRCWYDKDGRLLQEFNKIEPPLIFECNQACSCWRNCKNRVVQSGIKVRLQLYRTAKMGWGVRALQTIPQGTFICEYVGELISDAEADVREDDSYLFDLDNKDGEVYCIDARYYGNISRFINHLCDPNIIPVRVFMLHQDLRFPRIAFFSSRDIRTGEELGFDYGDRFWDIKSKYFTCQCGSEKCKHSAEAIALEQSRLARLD
#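 Compounds were preincubated with 20 nM G9a for 15 min, after which biotinylated H3K9 peptide (500 nM) and SAM (20 uM) started a 2 h room-temperature reaction. Monomethylated product was quantified by antibody-based AlphaScreen chemiluminescence.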
# GLS inh = qHTS for Inhibitors of Glutaminase (GLS) | GLS enzymatic activity, qHTS titration | Potency, µM (series often up to 45.5 µM), for inactives: top-dose activity change, negative = inhibition, most hits filed as inhibitors | Glutaminase kidney isoform, mitochondrial (Homo sapiens), O94925 | actives 0.21% (n = 410,000) | AID 624170, 2012; note: potency is the fitted concentration of half-maximal effect
#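 Enzyme dispensed in phosphate buffer (45 mM, pH 8.2, 0.02% Tween-20), compounds pinned in, then 1 mM L-glutamine solution and the glutamate oxidase–HRP–Amplex Red mix added; fluorescence read immediately and again after 30 min at room temperature.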
# PI4K2A block = qHTS for small molecular inhibitors of PI4K2A; activity change, negative = inhibition, % at 76.9 µM; actives 0.13% (n = 420,000); purified PI4K2A, ADP-Glo luminescence, 1 h; hits give low values; Phosphatidylinositol 4-kinase type 2-alpha (Homo sapiens), Q9BTU6; in the data active = activity change below about -50%; inconclusive = mostly about -30% to -49%;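 note: -100% = wells without enzyme as full effect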
# Target sequence (Q9BTU6 whole entry, looked up): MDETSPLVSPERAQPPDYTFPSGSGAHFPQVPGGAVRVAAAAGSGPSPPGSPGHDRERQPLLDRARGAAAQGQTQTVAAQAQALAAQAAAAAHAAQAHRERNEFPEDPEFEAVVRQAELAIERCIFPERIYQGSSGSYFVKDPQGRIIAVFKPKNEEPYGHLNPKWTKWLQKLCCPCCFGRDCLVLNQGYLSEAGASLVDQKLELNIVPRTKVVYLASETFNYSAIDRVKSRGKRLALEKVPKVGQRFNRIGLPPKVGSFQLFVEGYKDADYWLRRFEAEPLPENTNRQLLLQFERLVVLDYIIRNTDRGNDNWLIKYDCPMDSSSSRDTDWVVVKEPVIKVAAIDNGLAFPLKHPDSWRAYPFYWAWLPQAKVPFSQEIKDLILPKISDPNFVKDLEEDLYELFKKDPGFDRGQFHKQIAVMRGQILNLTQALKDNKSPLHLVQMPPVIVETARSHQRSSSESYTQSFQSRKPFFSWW
#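 PI4K2A activity was measured by ADP-Glo luminescence: enzyme (4 ug/mL stock) and phosphatidylinositol (1.2 mM stock) in Tris pH 7.5/MgCl2/EGTA/Triton X-100 buffer were reacted with ATP (300 microM stock) for one hour at ambient temperature.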
# * marks the source's active call; other numbers are inactive results; i = inactive; ? = inconclusive; / = no result given; & = joins results of further samples; [ ] = another dose, or the depositor's remark. Unless noted, calls come from the whole dose curve; as a rule, active = well fitted curve in the direction sought with a large enough effect; inconclusive = small, poorly fitted or top-dose-only effect, or another doubt; inactive = no such curve, though single readings can be large; an effect the other way counts as inactive or inconclusive. Unless noted, % is set by controls: 0 for no effect and ±100 for the full control effect.
G9a inh	GLS inh	PI4K2A block	compound
28µM*	13%	/	CN1CCN(CCCN2c3ccccc3Sc3ccccc32)CC1
22µM*	?	/	S=C1NC=NC2N=CNC12 (centres undefined)
-3%[12.7 µM]	1%	/	CCCCC(=O)O[C@]1(C(=O)CO)CCC2C3CCC4=CC(=O)CCC4(C)C3C(O)CC21C (some centres undefined)
-6%[12.7 µM]	4%	/	O=[n+]1ccn([O-])c2ccccc21
3%[12.7 µM]	10%	/	CCc1ncnc2cc(OC)c(OC)cc12
34%[59 µM]	-7%	/	CC1=C(/C=C/C(C)=C/C=C/C(C)=C/C=C/C=C(C)/C=C/C=C(C)/C=C/C2=C(C)CCCC2(C)C)C(C)(C)CCC1
-38%&15%[59 µM]	?	/	CN1[C@@H]2CC[C@H]1CC(OC(c1ccccc1)c1ccccc1)C2 (some centres undefined)
-1%[12.7 µM]	5%	/	CN(C)CCc1c[nH]c2ccc(Cn3cncn3)cc12
?	-9%	/	Cc1ccc(S(=O)(=O)NCl)cc1
3%[12.7 µM]	-3%	/	CCCOC(=O)c1ccccc1O
30%[21.5 µM]	-3%[20 µM]	/	NC[C@@H]1O[C@H](O[C@H]2[C@H](O)[C@H](O[C@@H]3O[C@H](CO)[C@@H](O)[C@H](N)[C@@H]3O)[C@@H](N)C[C@H]2N)[C@@H](O)[C@H](O)[C@@H]1O
-16%[59 µM]	-15%	/	C/C=C(/CC[C@@H](C)[C@H]1CCC2C3=CC[C@H]4[C@H](C)[C@@H](O)CC[C@]4(C)C3CC[C@@]21C)C(C)C (some centres undefined)
0%[59 µM]	-17%	/	O=C(O)[C@@H]1CCCN1
5%[12.7 µM]	6%	/	C#C[C@]1(O)CC[C@H]2[C@@H]3CCC4=CCCC[C@@H]4[C@H]3C(=C)C[C@@]21CC
-8%[12.7 µM]	7%	/	CC(=O)NC1[C@H](O)C[C@@](O)(C(=O)O)O[C@H]1[C@H](O)[C@H](O)CO (some centres undefined)
-37%[12.7 µM]	5%	/	O=C(Nc1cccc(C(F)(F)F)c1)c1cc(Br)cc(Br)c1O
25%[59 µM]	-3%	/	O=C(O)/C=C/c1ccccc1
-4%[2.33 µM]	-9%	/	C#C[C@]1(O)CCC2C3CCC4=CC(=O)CCC4C3CC[C@@]21C (some centres undefined)
-2%[59 µM]	-19%	/	CCCc1ccc(C(=O)O)cc1
?	-4%	/	COC1C(OC(=O)/C=C/C=C/C=C/C=C/C(=O)O)CCC2(CO2)C1C1(C)OC1CC=C(C)C (centres undefined)
?	-8%	/	CN=C1C=CC(=C(c2ccc(N(C)C)cc2)c2ccc(N(C)C)cc2)C=C1
26%[21.5 µM]	-10%[20 µM]	/	CC1(C)S[C@@H]2[C@H](NC(=O)[C@@H](NC(=O)N3CCNC3=O)c3ccccc3)C(=O)N2[C@H]1C(=O)O
-19%[2.33 µM]	-1%	/	C=CCSSSCC=C
2%[12.7 µM]	1%	/	CC(C)(C)CC(C)(C)c1cc(Cc2cc(C(C)(C)CC(C)(C)C)cc(-n3nc4ccccc4n3)c2O)c(O)c(-n2nc3ccccc3n2)c1
/	/	1	COC(=O)CN1CCN(C(=O)c2csc3ccccc23)CC1
/	/	-7	CC(C)C(NC(=O)[C@H](Cc1ccc(O)cc1)NC(=O)OC(C)(C)C)P(=O)(O)OC(Cc1ccccc1)C(=O)O (some centres undefined)
/	/	5	C[C@@H]1/C=C/CC(=O)N2[C@H](CC(=O)N[C@@H]1c1ccccc1)C[C@@H](C)[C@H]2c1ccccc1
/	/	-2	COC(=O)[C@]12C[C@H](CC(=O)N3CCC(c4ccccc4)CC3)C(=O)N(Cc3cccc4ccccc34)C1=C[C@H](C1CCCC1)O[C@@H]2C
/	/	-4	CN(Cc1ccccc1F)C(=O)Cn1c(-c2cncs2)nc2ccccc21
/	/	4	O=C(NCc1ccc(Cl)cc1)O[C@H]1CC[C@@]23CCCN2C(=O)CCC[C@H]3C1
/	/	2	C=CCN1[C@H](CC(C)C)COc2cc(N3CCSCC3)ccc2S1(=O)=O
/	/	-3	Clc1ccccc1Cn1ccc2ccc(-c3ccc4ccn(Cc5ccccc5Cl)c4c3)cc21
/	/	-3	CCCCN(CCN(CCCC)C(=O)N1CCOCC1)C(=O)N1CCOCC1
/	/	-8	Cc1ccc(S(=O)(=O)N2[C@@H](Cc3ccccc3)CO[C@H]2CC(=O)c2ccc(F)cc2)cc1
/	/	-2	O=C(NCC1COCCO1)C1CCN(S(=O)(=O)c2cccs2)CC1 (centres undefined)
/	/	1	O=C(NC1CCCc2c1cnn2-c1ccc(F)cc1F)c1ccccc1 (centres undefined)
/	/	0	CCCC1CCC2(CC1)CCC2OC(=O)Nc1ccc2c(c1)OCO2 (centres undefined)
/	/	-8	C#CCOCCOCCOCCNc1nc(N2CCOCC2)nc(N2CCN(C(=O)[C@H](CCC(=O)O)n3cc(C(N)CC(C)C)nn3)CC2)n1 (some centres undefined)
/	/	-4	CN(Cc1ccco1)C(=O)c1cccc2c1C(=O)N(Cc1cccnc1)C2
/	/	-1	Cc1ccc(OCc2nnc(SCC(=O)Nc3ccccc3-c3ccccc3)n2Cc2ccco2)cc1
/	/	-2	CC(C)C[C@H](NC1(C(=O)NC2CCCCC2)CCOCC1)C(=O)NCC(c1ccccc1)c1ccccc1
/	/	-5	O=S(=O)(CC1NCc2ccccc21)NCc1ccc(F)cc1 (centres undefined)
/	/	-6	COC(=O)[C@@]12CCCCC3=C1N(CCC3)C(=O)[C@H]2CC(=O)NCc1ccc(C)o1
/	/	3	CC1(C)C=Cc2ccc(O)c(C(=O)/C=C/c3ccccc3)c2O1
/	/	-4	Cc1ccc(-c2cc(C(=O)NN=Cc3c4ccccc4cc4ccccc34)[nH]n2)cc1C
/	/	4	CC(C)NC(=O)C1(C)CSCC(=O)N1Cc1cccc(C(F)(F)F)c1 (centres undefined)
/	/	-6	CCCC1CCC2(CCCN2CCOC(=S)Nc2ccccc2Cl)CC1 (centres undefined)
/	/	2	COc1cc(CC(=O)N2c3ccccc3N=C(c3ccccc3)C2C(=O)NCc2ccccc2)cc(OC)c1 (centres undefined)
/	/	0	Clc1ccc(CSc2nnc(-c3cccs3)o2)cc1Cl
/	/	-2	COc1ccc(CNC(=O)C[C@@H]2C=C[C@@H](NS(=O)(=O)c3cccc(OC)c3)[C@@H](CO)O2)cc1

# Going on with the list:
G9a inh	GLS inh	PI4K2A block	compound
/	/	-1	COC(=O)[C@]12C[C@H](CC(=O)N3CCSCC3)C(=O)N(Cc3ccc(Cl)cc3Cl)C1=C[C@H](COCc1ccccc1)O[C@@H]2C
/	/	-2	COc1ccc(-n2c(SCC(=O)c3ccc4ccccc4c3)nnc2-c2ccccc2)cc1
/	/	0	O=C(NC1CCCCN(Cc2ccc(OC(F)(F)F)cc2)C1=O)c1cccc(F)c1 (centres undefined)
/	/	1	COCc1cn(CC[C@@H]2CC[C@@H](NC(=O)Nc3ccc4c(c3)OCO4)[C@@H](CO)O2)nn1
/	/	-2	C=CCN1C(=O)[C@H](CC(=O)N2CCCCC2)[C@@]2(C(=O)OCC)CCCC=C12
/	/	2	COc1ccc2c(c1)CCCN2C(=O)C1CCCN(S(=O)(=O)c2c(C(C)C)cc(C(C)C)cc2C(C)C)C1 (centres undefined)
/	/	2	COc1ccc(/C=C/S(=O)(=O)NCC(C)C)c(CNC(=O)OC(C)(C)C)c1
/	/	3	CCN1CCCCC(NC(=O)c2ccc(Cl)cc2Cl)C1=O (centres undefined)
/	/	-2	Cc1cc(N2CCN(C(=O)Oc3ccc(C(F)(F)F)cc3)CC2)c2ccccc2n1
/	/	0	COc1ccc(N2CCN(CCNS(=O)(=O)c3ccc(Cl)s3)CC2)cc1
/	/	3	CC1CCC2(CC1)CCN(CCCOC(=O)Nc1ccc3c(c1)OCO3)C2=O (centres undefined)
/	/	-1	CCN(CC)C(=O)CC[C@H]1CC[C@]2(CCCN(Cc3nccn3C)C2)O1
/	/	-2	CC(C)[C@H](NC(=O)OC(C)(C)C)c1cc(C(=O)NCCc2c[nH]c3ccccc23)c(N)s1
/	/	4	C[C@@H]1CN([C@@H](C)CO)C(=O)c2cccc(NC(=O)Nc3cccc4ccccc34)c2O[C@H]1CN(C)S(=O)(=O)c1ccc2c(c1)OCCO2
/	/	-2	CCCCCCC(=O)n1ccc2ccc(-c3ccc4ccn(Cc5ccc(OC)cc5)c4c3)cc21
/	/	-1	Cc1nn(-c2ccccc2)c(C)c1/C=N/NC(=O)c1[nH][nH]c(=O)c1C
/	/	-1	COC(=O)[C@]12C[C@H](CC(=O)N3CCN(C(=O)C4CC4)CC3)C(=O)N(Cc3cccc4ccccc34)C1=C[C@H](C(C)(C)C)O[C@@H]2C
/	/	3	FC(F)(F)c1cccc(-c2nc3ccccc3n2C(c2ccccc2)c2nc3ccccc3[nH]2)c1 (centres undefined)
/	/	-1	COC(=O)[C@@]12C[C@@H](CC(=O)N3CCCC3)C(=O)N(Cc3ccco3)C1=CCC(C)(C)C2
/	/	1	CCC(=O)O[C@H]1[C@H](O[C@@H]2[C@@H](C)[C@H](O[C@H]3C[C@@](C)(OC)[C@@H](O)[C@H](C)O3)[C@@H](C)C(=O)O[C@H](CC)[C@@](C)(O)[C@H](O)[C@@H](C)C(=O)[C@H](C)C[C@@]2(C)O)O[C@H](C)C[C@@H]1N(C)C

# Gathered by group, those above containing a CF3 group.
G9a inh	GLS inh	PI4K2A block	compound
-37%[12.7 µM]	5%	/	O=C(Nc1cccc(C(F)(F)F)c1)c1cc(Br)cc(Br)c1O
/	/	4	CC(C)NC(=O)C1(C)CSCC(=O)N1Cc1cccc(C(F)(F)F)c1 (centres undefined)
/	/	0	O=C(NC1CCCCN(Cc2ccc(OC(F)(F)F)cc2)C1=O)c1cccc(F)c1 (centres undefined)
/	/	-2	Cc1cc(N2CCN(C(=O)Oc3ccc(C(F)(F)F)cc3)CC2)c2ccccc2n1
/	/	3	FC(F)(F)c1cccc(-c2nc3ccccc3n2C(c2ccccc2)c2nc3ccccc3[nH]2)c1 (centres undefined)

# Compounds above with an aryl thioether with sulfur outside any ring (three):
G9a inh	GLS inh	PI4K2A block	compound
/	/	-1	Cc1ccc(OCc2nnc(SCC(=O)Nc3ccccc3-c3ccccc3)n2Cc2ccco2)cc1
/	/	0	Clc1ccc(CSc2nnc(-c3cccs3)o2)cc1Cl
/	/	-2	COc1ccc(-n2c(SCC(=O)c3ccc4ccccc4c3)nnc2-c2ccccc2)cc1

# The list continues.
G9a inh	GLS inh	PI4K2A block	compound
/	/	-13	S=C(Nc1ccc(Cl)c(Cl)c1)Nc1nnc(-c2ccncc2)s1
/	/	-1	CCCNC(=O)C[C@H]1CC[C@H]2[C@@H](COc3ccc(NC(=O)Nc4ccc(C#N)cc4)cc3C(=O)N2C)O1
/	/	-2	Cn1c(COc2ccccc2)nnc1SCC(=O)Nc1ccc(OCc2ccccc2)cc1
/	/	i	Cc1nc2n(c(=O)c1CCN1CCC(c3noc4cc(F)ccc34)CC1)CCC[C@H]2O
/	/	-3	O=c1cc(N2CCN(c3cccc(C(F)(F)F)c3)CC2)[nH]c(=O)n1-c1ccccc1
/	/	2	Cc1c(N)cccc1C(F)(F)F
/	/	3	COc1ncc(-c2cc(C(C)=O)c3n(c2=O)CCC3)c(OC)n1
/	/	9	COc1ccc(-n2c(SCC(=O)NC3CCCC3)nnc2-c2ccncc2)cc1
/	/	1	CCOC(=O)[C@@]12CCCC=C1N(CCc1ccc(Cl)cc1)C(=O)[C@H]2CC(=O)N1CCOCC1
/	/	0	COc1ccc(-c2nnc(SCC(=O)Nc3ccc(Oc4ccccc4)cc3)n2Cc2ccco2)cc1

# In another format: two of the compounds above
mol | G9a inh | GLS inh | PI4K2A block
CN(C)CCc1c[nH]c2ccc(Cn3cncn3)cc12 | -1%[12.7 µM] | 5% | /
Cc1nn(-c2ccccc2)c(C)c1/C=N/NC(=O)c1[nH][nH]c(=O)c1C | / | / | -1

# Next compounds.
G9a inh	GLS inh	PI4K2A block	compound
/	/	-7	O=C(NC1CCCCN(Cc2cccc(Cl)c2)C1=O)c1cccc2nsnc12 (centres undefined)
/	/	-4	CCCCNC(=O)C[C@@H]1C(=O)N2CCCC3=C2[C@@]1(C(=O)OCC)CCC3
/	/	-3	CCn1c2ccccc2c2cc(NC(=O)COC(=O)c3cc(F)cc(F)c3)ccc21
/	/	0	OC(c1ccccc1)(c1ccccc1)C1CCN(CCCNc2ccccc2Br)CC1
/	/	-6	O=C(c1cccc(F)c1)N(Cc1ccccn1)CC1CCCO1 (centres undefined)
/	/	1	CN(CCc1ccccc1)C(=O)c1cc2ccccn2n1
/	/	-5	O=C1Nc2ccccc2-c2nnnn2C1N1CCCC1 (centres undefined)

# A portion of the library; rates above refer to the full screens.
